Screening results: PubChem, National Center for Advancing Translational Sciences (NCATS)
Epigenetic reg = regulators of epigenetic silencing causing reporter derepression in mouse cells; murine LDR cells, GFP reporter derepression, 30 h; Potency, µM (doses to about 53.9 µM), inactives show top-dose GFP activation, usual class: activators; 0.2% of 280,000 active; AID 1865; active = well fitted activation curve with a large enough effect; inconclusive = small, poorly fitted or top-dose-only effect; note: % of control where 0% means no effect; nearly all actives have a fitted effect of over 60% in size
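In this reporter-derepression format, murine cells bearing a silenced integrated CMV-GFP locus incubate with test compound (30 h, 37 C), then are washed and imaged; fluorescent objects of 20–120 um count as induced cells.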
* hit, by the source's call. Potency is the fitted concentration of half-maximal effect.

Screening COc1ccc(Cl)cc1NC(=O)CSc1nc(=O)[nH]c2c1CCCC2 returned Epigenetic reg 0.9%.
For CCOC(=O)C1CCN(CCC(=O)Nc2ccc(OC)cc2)CC1 the results were Epigenetic reg -1.6%.
`Cc1ccc(C(Nc2ccccn2)c2ccc3cccnc3c2O)cc1` (centres undefined) gave Epigenetic reg -0.7%.
For Cc1cc(C)c2nc(NC(=O)c3ccc(S(=O)(=O)N4CCc5ccccc54)cc3)sc2c1 the results were Epigenetic reg 0.8%.
Screening CCN1CCc2nc3sc(C(=O)Nc4ccccc4OC(F)(F)F)c(N)c3cc2C1 returned Epigenetic reg 5.4%.
COc1ccc(CNC(=O)C2CCN(S(=O)(=O)c3ccc(C)cc3)CC2)cc1 was read as Epigenetic reg -0.7%.
For Cc1c(C(=O)Nc2cccc(C(F)(F)F)c2)oc2ccc(S(=O)(=O)N3CCC4(CC3)OCCO4)cc12 the results were Epigenetic reg 9.6%.
For CCCCNc1oc(-c2ccc(COc3ccc(OC)cc3)o2)nc1C#N the results were Epigenetic reg -2.2%.
For CCCN(Cc1cc2cc(C)ccc2[nH]c1=O)C(=O)c1cccc(Cl)c1 the results were Epigenetic reg 0.0%.
Screening Cc1cc(N2CCC(C(=O)N(CC(C)C)CC(C)C)CC2)n2nc(C)c(-c3ccc(Cl)cc3)c2n1 returned Epigenetic reg 1.1%.
For COC(=O)CC1Oc2ccc(Cl)cc2-n2cc(-c3ccccc3)nc21 (centres undefined) the results were Epigenetic reg -0.5%.
`COCCNC(=O)c1ccc2c(c1)ncn2-c1cc(C)ccc1OC` gave Epigenetic reg -1.1%.
For CCc1ccc(-n2nc(C)c3c(C(=O)Nc4cc(OC)cc(OC)c4)cc(C)nc32)cc1 the results were Epigenetic reg -1.3%.
Screening O=S(=O)(c1cccc(Cl)c1)c1nnn2c1nc(NC1CCCC1)c1sccc12 returned Epigenetic reg 8.4%.
COc1cccc(-c2nc(SCC(=O)Nc3ccc4c(c3)OCO4)c(-c3ccccc3)[nH]2)c1 was read as Epigenetic reg 1.3%.

Already shown: three of the compounds above.
Screening Cc1cc(N2CCC(C(=O)N(CC(C)C)CC(C)C)CC2)n2nc(C)c(-c3ccc(Cl)cc3)c2n1 returned Epigenetic reg 1.1%.
For COC(=O)CC1Oc2ccc(Cl)cc2-n2cc(-c3ccccc3)nc21 (centres undefined) the results were Epigenetic reg -0.5%.
`COCCNC(=O)c1ccc2c(c1)ncn2-c1cc(C)ccc1OC` gave Epigenetic reg -1.1%.

New compounds follow.
COc1cc(NC(=O)C2CCCN(S(=O)(=O)c3ccc4c(c3)oc(=O)n4C)C2)c(C(=O)O)cc1OC (centres undefined) was read as Epigenetic reg -1.4%.
`CCOc1ccc(NC(=O)c2cc(S(=O)(=O)N3CCCC3)c[nH]2)cc1` gave Epigenetic reg 0.4%.
Cc1ccc(-c2noc(CN(C3CCCCC3)S(=O)(=O)c3ccc(F)cc3)n2)cc1 was read as Epigenetic reg -0.8%.
CCc1ccccc1NC(=O)CN1C(=O)CCSc2ccc(S(=O)(=O)N3CCCC3)cc21 was read as Epigenetic reg 0.0%.
Screening COc1ccc(OC)c(NC(=O)C2CCN(S(=O)(=O)c3ccc(C)cc3)CC2)c1 returned Epigenetic reg -2.2%.
O=C(c1ccccc1Cl)N(Cc1ccco1)Cc1ccco1 was read as Epigenetic reg -1.7%.
`CCOc1ccc(N(CC)C(=O)C2CCN(S(=O)(=O)c3cccc4nonc34)CC2)cc1` gave Epigenetic reg -0.9%.
CCC(Oc1ccc(F)cc1)C(=O)Nc1cc(-c2ccc(C)cc2)no1 (centres undefined) was read as Epigenetic reg -1.9%.
CC1=C(c2ccc(C(C)C)cc2)S(=O)(=O)NC1=NCc1ccccc1Br was read as Epigenetic reg inconclusive.
Screening O=C(O)c1sc(Nc2ccccc2)nc1-c1ccccc1 returned Epigenetic reg -0.9%.
Screening Cc1ccc(C(=O)COC(=O)c2cc(-c3ccccc3)nc3ccccc23)cc1C returned Epigenetic reg -0.8%.
For CCN(CC)C(=O)c1sc2c(c1C)c(=O)n(-c1ccc(Cl)c(Cl)c1)c(=O)n2Cc1cc(=O)n2ccccc2n1 the results were Epigenetic reg -1.3%.
Cc1ccc(CNC(=O)c2ccc(CS(=O)(=O)c3ccccc3C)o2)cc1 was read as Epigenetic reg 0.0%.
`COc1ccc(N(C(=O)c2ccccc2)S(=O)(=O)c2ccc3c(c2)n(C)c(=O)n3C)cc1` gave Epigenetic reg 1.1%.
Screening COc1ccc(NC(=O)c2sc3nc4c(cc3c2N)CN(Cc2ccccc2)CC4)c(OC)c1 returned Epigenetic reg 7.1µM*.

6 structures from above, ordered by heavy-atom count, ascending.
O=C(c1ccccc1Cl)N(Cc1ccco1)Cc1ccco1 was read as Epigenetic reg -1.7%.
`CCOc1ccc(NC(=O)c2cc(S(=O)(=O)N3CCCC3)c[nH]2)cc1` gave Epigenetic reg 0.4%.
Screening Cc1ccc(C(=O)COC(=O)c2cc(-c3ccccc3)nc3ccccc23)cc1C returned Epigenetic reg -0.8%.
`CCOc1ccc(N(CC)C(=O)C2CCN(S(=O)(=O)c3cccc4nonc34)CC2)cc1` gave Epigenetic reg -0.9%.
COc1cc(NC(=O)C2CCCN(S(=O)(=O)c3ccc4c(c3)oc(=O)n4C)C2)c(C(=O)O)cc1OC (centres undefined) was read as Epigenetic reg -1.4%.
For CCN(CC)C(=O)c1sc2c(c1C)c(=O)n(-c1ccc(Cl)c(Cl)c1)c(=O)n2Cc1cc(=O)n2ccccc2n1 the results were Epigenetic reg -1.3%.

More compounds:
Screening COc1ccc(N2CCN(CCCNC(=O)c3cnn(-c4ccc(C)cc4)c3-n3cccc3)CC2)cc1 returned Epigenetic reg -1.3%.
For CCOc1ccc(CCNc2ncnc3onc(-c4ccc(Cl)cc4)c23)cc1OCC the results were Epigenetic reg 2.3%.
For CCc1nn(CC(=O)N(CC)Cc2ccccc2)c(=O)c2cc3occc3n12 the results were Epigenetic reg -3.5%.
Screening COc1ccccc1Nc1nn2c(=O)c3ccc(C(=O)NC4CCC(C)CC4)cc3nc2s1 (centres undefined) returned Epigenetic reg 0.0%.
O=S(=O)(Nc1cccc(-c2ccc(N3CCCCCC3)nn2)c1)c1ccc(F)cc1 was read as Epigenetic reg -1.7%.
`Cc1nn(-c2ccc(F)cc2)c(-n2cccc2)c1C(=O)N1CCN(c2ccccc2)CC1` gave Epigenetic reg -0.9%.
For Cc1nc2nc(NC(=O)c3ccc(C(C)(C)C)cc3)[nH]n2c(=O)c1Cc1ccccc1 the results were Epigenetic reg -2.5%.
For Cc1ccc(Nc2c(-c3ccccn3)nc3ccc(Br)cn23)cc1 the results were Epigenetic reg -0.8%.
`Cc1ccc(-n2c(-c3cccc(C)c3)nc3c(cnn3-c3ccccc3)c2=O)cc1` gave Epigenetic reg 0.0%.
`Cc1ccc(-n2nc(C(=O)N3CCCCC3)c(=O)n(C)c2=O)cc1` gave Epigenetic reg 1.7%.
Screening CCCCCSc1nnc(-c2ccc(Br)cc2)o1 returned Epigenetic reg -0.5%.
`CCn1c(=O)n(-c2ccc(F)cc2)c(=O)c2sc3ccccc3c21` gave Epigenetic reg -1.1%.
Screening O=C(CCNS(=O)(=O)c1ccc2c(c1)CCN2C(=O)C1CC1)N1CCN(c2ccccc2F)CC1 returned Epigenetic reg 0.8%.
`O=c1[nH]c(SCc2ccccc2)nc2c1CCCC2` gave Epigenetic reg -2.8%.
For CCN(CC)S(=O)(=O)c1nnc(NC(=O)COc2ccc(Cl)cc2)s1 the results were Epigenetic reg 0.0%.
CCN(CCCNC(=O)c1cc2c(=O)n(CC)c3ccccc3c2s1)Cc1ccccc1 was read as Epigenetic reg 2.2%.
For COc1ccc(-c2cc(C(=O)N3CCN(c4ccccc4OC)CC3)c3cc(C(C)C)ccc3n2)cc1 the results were Epigenetic reg 0.5%.
Screening Cc1oc2cc3oc(=O)c(CCC(=O)NCCc4ccccc4F)c(C)c3cc2c1C returned Epigenetic reg 1.9%.
Screening Cc1nnc(N2CCCC(C(=O)NCCN(C)C)C2)c2nn(-c3ccccc3)c(C)c12 (centres undefined) returned Epigenetic reg -0.4%.
For Cc1ccc2c(CC(=O)Nc3cccc(C(F)(F)F)c3)coc2c1 the results were Epigenetic reg -1.0%.
Screening Cc1nnc(N2C(=O)c3oc4ccccc4c(=O)c3C2c2ccc(F)cc2)s1 (centres undefined) returned Epigenetic reg 0.0%.
For CCC(=O)OC1=CN(Cc2ccccc2)S(=O)(=O)c2ccccc21 the results were Epigenetic reg -2.4%.
`O=C1N(Cc2ccccc2)c2ccccc2C1(O)c1c[nH]c2ccccc12` (centres undefined) gave Epigenetic reg -0.2%.
COc1cccc(C(=O)c2cn(CC(=O)Nc3cccc(C(F)(F)F)c3)c3nc(C)ccc3c2=O)c1 was read as Epigenetic reg -3.9%.
`CCOC(=O)c1cnc2c(Cl)cc(Cl)cc2c1Nc1cc(C(=O)O)ccc1C` gave Epigenetic reg -0.8%.
`COc1ccc(-c2cn3c(n2)sc2cc(C(=O)NC4CCCCCC4)ccc23)cc1` gave Epigenetic reg 0.0%.
Screening CCOC(=O)c1c(NC(=O)c2ccc(S(=O)(=O)N3CCC(C)CC3)cc2)sc2c1CCN(C(C)C)C2 returned Epigenetic reg inconclusive.
For C=C(C)Cn1c(SCC(=O)c2ccc(OC)cc2)nc2sc3c(c2c1=O)CCCC3 the results were Epigenetic reg 15%.
`CC(C)(C)c1ccc(C(=O)NCC(c2cccs2)S(=O)(=O)c2cccs2)cc1` (centres undefined) gave Epigenetic reg 1.6%.
c1ccc(CNc2nc3ccccc3c3nc(-c4ccccc4)nn23)cc1 was read as Epigenetic reg 0.0%.
Screening Cc1ccc(NC(=O)c2oc3c(c2C)-c2[nH]ncc2CC3)c(Cl)c1 returned Epigenetic reg 4.1%.
`COc1ccc(NC(=O)c2ncn(-c3ccccc3)n2)cc1Cl` gave Epigenetic reg 0.0%.
For O=S(=O)(c1ccc(Cl)cc1)c1nc(-c2cccc(Br)c2)oc1NCc1ccccc1 the results were Epigenetic reg -0.8%.
`COc1ccc(NC(=O)C2CCC(CNS(=O)(=O)c3ccc4c(c3)C(C)(C)C(=O)N4C)CC2)cc1` (centres undefined) gave Epigenetic reg 6.0%.
`CCC(=O)N1CCc2cc(CNC(=O)Nc3ccc(OC)cc3OC)ccc21` gave Epigenetic reg 0.0%.
Screening COc1ccc(C(=O)NCC(c2ccco2)S(=O)(=O)c2cccs2)cc1OC (centres undefined) returned Epigenetic reg 9.5%.
`O=C(Nc1ccc(F)c(F)c1)c1cc(S(=O)(=O)NC2CCCCCC2)ccc1F` gave Epigenetic reg -0.7%.
Screening O=C(c1noc2c1CCCCC2)N1CCN(c2cccc(Cl)c2)CC1 returned Epigenetic reg -0.4%.
For CCc1cccc(NC(=O)c2cnc(N3CCOCC3)c3ccccc23)c1 the results were Epigenetic reg 0.0%.
For CCc1ccc(NC(=O)C2CCN(S(=O)(=O)c3c(C)noc3C)CC2)cc1 the results were Epigenetic reg 0.6%.
CCOc1cc(CNCCSc2nnnn2C)ccc1OCc1ccc(Cl)cc1Cl was read as Epigenetic reg 0.8%.
`Cc1nc2ccn(Cc3ccco3)c(=O)c2cc1C(=O)NCc1ccc(Cl)cc1` gave Epigenetic reg 0.8%.
For COc1ccccc1NC(=O)c1cc2c(-c3ccccc3)nn(-c3ccccc3)c2s1 the results were Epigenetic reg 2.8%.
`COc1ccc(N2CCN(C(=O)C3CCCN(C(=O)c4cc5sccc5n4C)C3)CC2)cc1` (centres undefined) gave Epigenetic reg 2.5%.
For CCOC(=O)c1c(C)c(-c2ccccc2)n(CC(=O)NCCc2ccc(C)cc2)c1C the results were Epigenetic reg 4.1%.
Cc1csc2nc(COC(=O)c3ccccc3NC(=O)c3ccc(F)cc3)cc(=O)n12 was read as Epigenetic reg -0.4%.
O=C(/C=C/c1ccccc1Cl)Nc1nc(-c2cccs2)ns1 was read as Epigenetic reg -1.6%.
For CCc1ccc(NC(=O)CCNS(=O)(=O)c2ccc3c(c2)oc(=O)n3C)cc1 the results were Epigenetic reg -4.9%.
For Cc1ccc(Cn2c(C)c3cnn(CC(=O)O)c(=O)c3c2C)cc1 the results were Epigenetic reg -2.9%.
For COc1ccc(OC)c(-c2csc(-c3c(N)c(C(=O)c4ccc(Cl)cc4)n4ccccc34)n2)c1 the results were Epigenetic reg inconclusive.
Screening CCCNC(=O)C1CCC(Cn2c(=O)c3sccc3n(CC(=O)N3CCCC(C)C3)c2=O)CC1 (centres undefined) returned Epigenetic reg 2.3%.
For O=C(Nc1ccc(F)cc1F)c1cc(-c2ccc3c(c2)OCO3)on1 the results were Epigenetic reg -1.8%.
CC(C)c1cc(C(=O)NCc2ccccc2)no1 was read as Epigenetic reg 0.0%.
COc1ccc(Cl)cc1NC(=O)c1cc(-c2ccc3c(c2)OCO3)on1 was read as Epigenetic reg -1.8%.
Screening Cc1ccc(C)c(N2CCN(C(=O)CN3CCSc4ccccc43)CC2)c1 returned Epigenetic reg -0.9%.
For COc1ccc(NC(=O)CC2C(=O)N(c3ccccc3)C(=O)N2Cc2cccnc2)cc1 (centres undefined) the results were Epigenetic reg -0.8%.
`CC(C)Oc1ccc(C(=O)Nc2ccc3c(c2)CCCN3C(=O)c2cccs2)cc1` gave Epigenetic reg -4.1%.
Screening COc1ccc(Cl)cc1NC(=O)CN1Cc2ccccc2C1=O returned Epigenetic reg -0.4%.
For Cc1cc(C)c(NC(=O)Cn2c(=O)n(CCC(=O)NCc3ccc4c(c3)OCO4)c(=O)c3ccccc32)c(C)c1 the results were Epigenetic reg -0.9%.
`COc1ccc(Nc2nnc(-n3nc(C)cc3C)c3ccccc23)cc1` gave Epigenetic reg 0.4%.
Cc1ccccc1NC(=O)c1ccc(F)c(S(=O)(=O)N(C)Cc2ccccc2)c1 was read as Epigenetic reg -0.8%.
For CC(NC(=O)c1sc2ncccc2c1-n1cccc1)c1ccccc1 (centres undefined) the results were Epigenetic reg -1.7%.
Screening Cc1coc2cc3oc(=O)c(CCC(=O)N4CCCCC4)c(C)c3cc12 returned Epigenetic reg 1.9%.
Screening CCc1ccccc1Nc1nc2cc(Cl)c(Cl)cc2nc1-n1nc(C)cc1C returned Epigenetic reg -0.2%.

Only part of the results is shown. The share of hits here may be higher or lower than overall.
